UBC13 inh – blocks human UBC13 polyubiquitin chain formation; TR-FRET; inhibition, % at 20 µM; actives 0.47% (n = 330,000); in the data active means inhibition above about 45%, passing the limit was not always enough
Target sequence (P61088 whole entry, looked up): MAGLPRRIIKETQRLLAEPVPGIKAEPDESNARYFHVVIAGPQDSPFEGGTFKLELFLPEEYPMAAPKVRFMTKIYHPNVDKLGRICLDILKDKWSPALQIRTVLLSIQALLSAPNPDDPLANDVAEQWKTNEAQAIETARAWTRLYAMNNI
SENP6 inh – blocks the human protease SENP6; Q9GZR1; Recombinant SENP6 catalytic domain, aminoluciferin luminescence; inhibition, % at 10 µM; actives 1.8% (n = 330,000); AID 2599;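 active means inhibition above about 50% at the single tested dose, limit read from the data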;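 further: plate controls were DMSO wells with enzyme for no effect and DMSO wells lacking enzyme for full effect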
Target sequence (Q9GZR1 628-1112 limits assumed): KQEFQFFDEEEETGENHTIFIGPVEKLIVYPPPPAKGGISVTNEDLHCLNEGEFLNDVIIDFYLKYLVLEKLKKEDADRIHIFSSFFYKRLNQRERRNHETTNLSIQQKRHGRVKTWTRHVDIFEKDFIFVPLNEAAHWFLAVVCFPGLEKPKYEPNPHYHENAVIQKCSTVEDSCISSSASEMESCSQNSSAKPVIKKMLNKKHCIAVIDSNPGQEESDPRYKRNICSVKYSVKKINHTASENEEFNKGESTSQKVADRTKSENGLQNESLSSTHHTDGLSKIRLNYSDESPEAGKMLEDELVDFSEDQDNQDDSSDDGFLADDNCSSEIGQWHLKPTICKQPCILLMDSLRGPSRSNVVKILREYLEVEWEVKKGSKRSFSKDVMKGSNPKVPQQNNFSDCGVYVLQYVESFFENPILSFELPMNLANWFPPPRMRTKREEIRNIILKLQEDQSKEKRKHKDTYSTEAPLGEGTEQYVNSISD
SENP7 block – SENP7 protease inhibition. Q9BQF6. inhibition, % at 5 µM. actives 1.5% (n = 330,000). recombinant SENP7, Z-RLRGG-aminoluciferin luminescence, 40 min;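 active means inhibition above about 50% at the single test dose, limit read from the data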;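 further: plate controls were DMSO with enzyme for no effect and no enzyme buffer wells for full effect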
HKDC1 inh – HKDC1 (human) hexokinase inhibition; AID 493160; actives 0.16% (n = 340,000); inhibition, % at 20 µM; recombinant HKDC1, G6PDH/diaphorase resazurin coupled fluorescence;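 active means inhibition above about 35% when tested at 20 µM, limit read from the data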;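 further: plate controls were DMSO wells with enzyme for no effect and DMSO wells lacking enzyme for full effect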
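Assay system: in-house recombinant HK5 (HKDC1) enzyme. Input: HKDC1 at 5 µg/mL. Medium: Tris pH 8.0 buffer with MgCl2, Tween-20, BSA, BME. Dosing: single 20 µM dose. Schedule: 90 min reaction incubation at room temperature, dark. Signal: resazurin-to-resorufin fluorescence via G6PDH and diaphorase coupling, 525/613 nm. Controls: DMSO-enzyme wells negative, buffer-substituted wells positive.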
SENP8 block-1 – SENP8 protease inhibition; Q96LD8; purified SENP8, Z-RLRGG-aminoluciferin cleavage, luminescence; inhibition, % at 10 µM; actives 1.2% (n = 330,000); AID 2540; in the data active means inhibition above about 50%
SENP8 block-2 – SENP8 (human) protease inhibition. recombinant SENP8, Nedd8 substrate fluorescence. actives 0.64% (n = 360,000). AID 602440. inhibition, % at 20 µM; in the data active means inhibition mostly above about 40%, no sharp cut-off; inactive means mostly below about 27%
beta cell repl – induces beta-cell replication in MIN6 cells; proliferation, % at 10 µM; MIN6 cells proliferation, ATPlite luminescence, 48 h; cells starved in 0.2% serum; 100% = growth in 10% serum; AID 2380; actives 0.29% (n = 330,000);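 active means compounds whose signal lies at least 3.5 SD above the mean of all wells on their plate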;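 further: 0% = DMSO-treated cells in low-serum medium and 100% = 10% serum control; some compounds called inactive have numbers as strong as hits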
SENP1 FRET inh – blocks the human SENP1 SUMO protease catalytic domain | recombinant SENP1 catalytic domain, CyPet-SUMO1-YPet FRET cleavage | inhibition, % at 10 µM | Q9P0U3 | actives 0.21% (n = 360,000);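 active means inhibition at least 30% at 10 µM, raw YFP signal under a set limit, fluorescence ratio 0.5 to 1.5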;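 further: 0% = enzyme with DMSO and 100% = no enzyme wells; some results filed as inactive read as strong as hits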
Target sequence (Q9P0U3 419-644 limits assumed): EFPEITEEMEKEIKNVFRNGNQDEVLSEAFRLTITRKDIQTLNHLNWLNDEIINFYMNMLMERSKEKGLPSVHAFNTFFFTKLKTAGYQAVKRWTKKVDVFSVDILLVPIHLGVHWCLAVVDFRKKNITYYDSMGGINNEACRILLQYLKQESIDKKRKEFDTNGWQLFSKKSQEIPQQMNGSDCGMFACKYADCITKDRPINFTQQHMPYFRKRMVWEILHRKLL
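Assay system: hSENP1 catalytic domain, recombinant. Amount: SENP1 enzyme, 20 pM final. Schedule: 50 min reaction, RT, dark. Technique: FRET, CFP and YFP emission. Control set: no-enzyme wells low, DMSO-plus-enzyme wells high control.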
PfGluPho inh – PfG6PD (Plasmodium falciparum) enzyme inhibition; PfGluPho enzyme, NADPH resazurin-diaphorase fluorescence; inhibition, % at 20 µM; actives 0.78% (n = 350,000); AID 504690;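 active means inhibition reaching at least a set limit at 20 µM in the primary screen, cut at about 59% in these data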;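 further: 0% = DMSO wells with substrate and 100% = DMSO wells lacking glucose-6-phosphate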
Numbers without * were called inactive.

Cc1ccc(C(=O)Nc2ccc(S(=O)(=O)N3CCOCC3)cc2)cc1 was read as UBC13 inh 1, SENP6 inh 13, SENP7 block -8, HKDC1 inh -4, SENP8 block-1 5, SENP8 block-2 9, beta cell repl -1, SENP1 FRET inh 2 and PfGluPho inh -2.
Screening Cc1cc(S(=O)(=O)Nc2ccc(C(=O)NCCCn3ccnc3)cc2)ccc1F returned UBC13 inh 1, SENP6 inh -14, SENP7 block -2, HKDC1 inh 2, SENP8 block-1 -8, SENP8 block-2 5, beta cell repl 1, SENP1 FRET inh 2 and PfGluPho inh -16.
For CC1(C)Cc2c(c(N3CCOCC3)nc3sc(C(=O)Nc4ccc(Cl)cc4)c(N)c23)CO1 the results were UBC13 inh 17, SENP6 inh -14, SENP7 block -2, HKDC1 inh 1, SENP8 block-1 -7, SENP8 block-2 -313, beta cell repl -4, SENP1 FRET inh -56 and PfGluPho inh 50.
Cc1ccc(CNC(=O)COC(=O)CCC(=O)c2cccs2)cc1 was read as UBC13 inh 14, SENP6 inh -8, SENP7 block 4, HKDC1 inh -2, SENP8 block-1 -8, SENP8 block-2 3, beta cell repl -2, SENP1 FRET inh 5 and PfGluPho inh 0.
For Cc1nn(-c2ccccc2)c(N2CCCC2)c1/C=C1\N=C(c2ccc(F)cc2)OC1=O the results were UBC13 inh -41, SENP6 inh -4, SENP7 block 0, HKDC1 inh 5, SENP8 block-1 -4, SENP8 block-2 14, beta cell repl -6, SENP1 FRET inh 10 and PfGluPho inh 1.
`COc1ccc(C(=O)NCC(c2ccco2)N2CCCCC2)cc1S(=O)(=O)Nc1ccc(C)cc1` (stereo not given) gave HKDC1 inh -8, SENP8 block-2 0, SENP1 FRET inh -3 and PfGluPho inh -6.
`COc1ccc([C@@H]2C=C(C(=O)O)O[C@H](OCCCCO)C2)cc1` gave UBC13 inh -10, SENP6 inh -7, SENP7 block 3, HKDC1 inh -2, SENP8 block-1 -12, SENP8 block-2 -29, beta cell repl -3, SENP1 FRET inh -1 and PfGluPho inh 5.
O=C(Nc1nccs1)c1c(O)c2c([nH]c1=O)CCCC2 was read as UBC13 inh -7, SENP6 inh -18, SENP7 block -7, HKDC1 inh 2, SENP8 block-1 -9, SENP8 block-2 11, beta cell repl -2, SENP1 FRET inh 1 and PfGluPho inh 3.
For CCN(CC)C(=O)c1cccc2c1C(=O)c1ccccc1-2 the results were UBC13 inh -3, SENP6 inh -3, SENP7 block 4, HKDC1 inh -2, SENP8 block-1 3, SENP8 block-2 14, beta cell repl -2, SENP1 FRET inh 3 and PfGluPho inh 7.
`O=C1c2ccccc2N(Cc2ccc(Cl)cc2)C2=NCCN12` gave UBC13 inh 14, SENP6 inh -2, SENP7 block -6, HKDC1 inh 0, SENP8 block-1 -6, SENP8 block-2 -40, beta cell repl -1, SENP1 FRET inh 1 and PfGluPho inh -3.
`CN(C)CCCCOc1ccc(Br)cc1Cl` gave UBC13 inh 5, SENP6 inh -6, SENP7 block -4, HKDC1 inh 1, SENP8 block-1 0, SENP8 block-2 11, beta cell repl -3, SENP1 FRET inh 0 and PfGluPho inh 4.
COC(=O)Cn1cnc2c(nnn2-c2ccc(F)cc2)c1=O was read as UBC13 inh 7, SENP6 inh -4, SENP7 block -8, HKDC1 inh 0, SENP8 block-1 8, SENP8 block-2 0, beta cell repl -1, SENP1 FRET inh -1 and PfGluPho inh -27.
Screening Cc1cc(C)nc(N/N=C/c2ccccc2OCc2ccc(Cl)cc2)n1 returned UBC13 inh 28, SENP6 inh -10, SENP7 block 2, HKDC1 inh 1, SENP8 block-1 -7, SENP8 block-2 5, beta cell repl -2, SENP1 FRET inh -10 and PfGluPho inh -6.
For Cc1ccc(-c2nc3ccccc3c(=O)n2NC(=O)c2cccs2)cc1 the results were UBC13 inh 2, SENP6 inh 7, SENP7 block 3, HKDC1 inh -6, SENP8 block-1 3, SENP8 block-2 14, beta cell repl 0, SENP1 FRET inh 1 and PfGluPho inh -19.
Screening Cc1oc(C(C)(C)C)c(CN2CCOCC2)c1C(=O)O returned UBC13 inh -5, SENP6 inh -4, SENP7 block 7, HKDC1 inh -3, SENP8 block-1 5, SENP8 block-2 -9, beta cell repl 0, SENP1 FRET inh 2 and PfGluPho inh 2.
Screening CSCCC(NC(=O)c1ccc([N+](=O)[O-])cc1Cl)C(=O)OCC(=O)NC(=O)CN1CCCC1=O (stereo not given) returned UBC13 inh -8, SENP6 inh -27, SENP7 block -4, HKDC1 inh -2, SENP8 block-1 -5, SENP8 block-2 14, beta cell repl -1, SENP1 FRET inh 1 and PfGluPho inh 2.
`CC1CCN(S(=O)(=O)c2ccc(NC(=O)N3c4ccccc4Sc4ccccc43)cc2)CC1` gave UBC13 inh -11, SENP6 inh -2, SENP7 block 0, HKDC1 inh -1, SENP8 block-1 -2, SENP8 block-2 -3, beta cell repl -1, SENP1 FRET inh 0 and PfGluPho inh 1.
Screening CCc1ccc(C(=O)C(C)OC(=O)Cn2cnc3c2c(=O)n(C)c(=O)n3C)cc1 (stereo not given) returned UBC13 inh -2, SENP6 inh 11, SENP7 block -12, HKDC1 inh -1, SENP8 block-1 -7, SENP8 block-2 6, beta cell repl -2, SENP1 FRET inh 3 and PfGluPho inh -2.
Screening CCOC1=C/C(=C/c2c(N)n3nc(S(=O)(=O)CC)sc3nc2=O)C=CC1=O returned UBC13 inh -65, SENP6 inh 1, SENP7 block 3, HKDC1 inh 4, SENP8 block-1 1, SENP8 block-2 -27, beta cell repl 2, SENP1 FRET inh -26 and PfGluPho inh -15.
Screening O=C(CCS(=O)(=O)c1ccc2c(c1)NC(=O)CO2)NCCc1ccc(Cl)cc1 returned UBC13 inh 5, SENP6 inh 4, SENP7 block 0, HKDC1 inh -4, SENP8 block-1 -1, SENP8 block-2 7, beta cell repl 1, SENP1 FRET inh -9 and PfGluPho inh -8.
Cc1nnc(SCc2cnc(-c3ccccc3)o2)[nH]c1=O was read as UBC13 inh 6, SENP6 inh -17, SENP7 block 1, HKDC1 inh 2, SENP8 block-1 -9, SENP8 block-2 26, beta cell repl -2, SENP1 FRET inh 0 and PfGluPho inh -22.
C=CCNC(=O)c1ccncc1 was read as UBC13 inh 6, SENP6 inh -19, SENP7 block -11, HKDC1 inh -1, SENP8 block-1 0, SENP8 block-2 7, beta cell repl -2, SENP1 FRET inh 1 and PfGluPho inh -14.
COC(=O)CN1C(=O)[C@H]2[C@@H](/C=C/c3ccccc3)N3C(=O)CN(Cc4ccc(-c5ccccc5)cc4)C(=O)[C@@]3(C)[C@H]2C1=O was read as UBC13 inh 14, SENP6 inh -9, SENP7 block 7, HKDC1 inh -3, SENP8 block-1 -5, SENP8 block-2 10, beta cell repl -3, SENP1 FRET inh -1 and PfGluPho inh -5.
CCCCNC(=O)c1ccc(N2CCOCC2)c(NS(=O)(=O)c2ccc(OC)cc2)c1 was read as UBC13 inh 6, SENP6 inh -9, SENP7 block -5, HKDC1 inh -6, SENP8 block-1 4, SENP8 block-2 6, beta cell repl 1, SENP1 FRET inh -1 and PfGluPho inh -1.
For O=C(CCSCc1ccccc1F)NCc1cccnc1 the results were UBC13 inh -8, SENP6 inh -7, SENP7 block -5, HKDC1 inh -5, SENP8 block-1 -9, SENP8 block-2 3, beta cell repl -4, SENP1 FRET inh 4 and PfGluPho inh -7.
For O=C(CCC(=O)n1ncc2ccccc21)NCc1ccc(F)cc1 the results were UBC13 inh 4, SENP6 inh 11, SENP7 block 5, HKDC1 inh -2, SENP8 block-1 8, SENP8 block-2 -2, beta cell repl 5, SENP1 FRET inh 1 and PfGluPho inh -5.
O=C(COC(=O)c1ccc[nH]c1=O)NCC12CC3CC(CC(C3)C1)C2 was read as UBC13 inh 10, SENP6 inh 9, SENP7 block 5, HKDC1 inh -4, SENP8 block-1 -2, SENP8 block-2 -106, beta cell repl 2, SENP1 FRET inh 0 and PfGluPho inh 6.
Screening COc1ccccc1N1C(=O)CC1(C#N)c1ccc(OCc2ccccc2)cc1 (stereo not given) returned UBC13 inh 12, SENP6 inh 7, SENP7 block -1, HKDC1 inh -7, SENP8 block-1 0, SENP8 block-2 11, beta cell repl 0, SENP1 FRET inh 0 and PfGluPho inh 4.
`COc1ccc(N(CC(=O)N2CCN(c3cccc(C)c3)C(C)C2)S(=O)(=O)c2c(C)n[nH]c2C)cc1` (stereo not given) gave UBC13 inh 8, SENP6 inh -3, SENP7 block -4, HKDC1 inh -5, SENP8 block-1 4, SENP8 block-2 -1, beta cell repl -3, SENP1 FRET inh 2 and PfGluPho inh 0.
Screening CCCCN1C2CCCC1CC(NC(=O)c1ccccc1Cl)C2 (stereo not given) returned UBC13 inh 0, SENP6 inh -12, SENP7 block 83*, HKDC1 inh 4, SENP8 block-1 -7, SENP8 block-2 22, beta cell repl -2, SENP1 FRET inh 3 and PfGluPho inh -10.
For O=C(O)c1ccc(-c2noc(-c3cccc(Cl)c3)n2)cc1 the results were UBC13 inh 10, SENP6 inh 97*, SENP7 block 97*, HKDC1 inh -4, SENP8 block-1 98*, SENP8 block-2 11, beta cell repl -1, SENP1 FRET inh -1 and PfGluPho inh -38.
Screening C[C@H](NC(=O)c1nc[nH]c1C(=O)NC(c1ccccc1)c1ccccc1)C(=O)OCc1ccccc1 returned UBC13 inh -36, SENP6 inh -7, SENP7 block -5, HKDC1 inh 3, SENP8 block-1 3, SENP8 block-2 -211, beta cell repl -9, SENP1 FRET inh 0 and PfGluPho inh 20.
For CCCOc1ccc(CCC(=O)N/N=C/c2ccco2)cc1 the results were UBC13 inh -2, SENP6 inh -11, SENP7 block 4, HKDC1 inh -6, SENP8 block-1 5, SENP8 block-2 44*, beta cell repl 1, SENP1 FRET inh 5 and PfGluPho inh 22.
S=C1CCC(c2ccc(Cl)cc2)=NN1c1ccccc1 was read as UBC13 inh -7, SENP6 inh 4, SENP7 block 2, HKDC1 inh 0, SENP8 block-1 4, SENP8 block-2 -3, beta cell repl 1, SENP1 FRET inh -1 and PfGluPho inh 6.
For COc1ccccc1-n1c(SCC(=O)Nc2ccc(F)cc2)nc2c(c1=O)SCC2 the results were UBC13 inh -15, SENP6 inh -35, SENP7 block 7, HKDC1 inh -1, SENP8 block-1 -8, SENP8 block-2 2, beta cell repl -3, SENP1 FRET inh -11 and PfGluPho inh 22.
`CC(=O)Nc1ccc(Nc2nc3ccccc3nc2NS(=O)(=O)c2ccccc2)cc1` gave UBC13 inh 9, SENP6 inh -14, SENP7 block -2, HKDC1 inh 2, SENP8 block-1 0, SENP8 block-2 -370, beta cell repl 0, SENP1 FRET inh -33 and PfGluPho inh -12.
